Screening data as filed in PubChem BioAssay.
PLK1 PBD inh = blocks phosphopeptide binding to human PLK1 polo-box domain | Potency, µM, inactives show max response, negative = inhibition, hits mostly inhibitors | AID 720504 | 360,000 tested, 2.8% active | Plk1 PBD binding of FITC phosphopeptide, fluorescence polarization | P53350; also: potency is read from the fitted curve at half-maximal effect; series mostly up to about 57 µM; % is scaled to controls: 0 for no effect and ±100 for the full control effect; nearly all actives have a fitted effect of over 65% in size
EPAC1 antagonist = antagonists of human EPAC1; O95398; Potency, µM (series often up to 115 µM), inactives show at the highest dose activity change, negative = inhibition, usual class: inhibitors; EPAC1 GEF assay, Rap1b-BODIPY-GDP exchange fluorescence; 360,000 tested, 0.14% active; AID 720709;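 also: potency is read from the fitted curve at half-maximal effect; plate controls were vehicle for no effect and positive control for full effect; nearly all actives have a fitted effect of over 50% in size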
Target sequence (O95398 whole entry, looked up): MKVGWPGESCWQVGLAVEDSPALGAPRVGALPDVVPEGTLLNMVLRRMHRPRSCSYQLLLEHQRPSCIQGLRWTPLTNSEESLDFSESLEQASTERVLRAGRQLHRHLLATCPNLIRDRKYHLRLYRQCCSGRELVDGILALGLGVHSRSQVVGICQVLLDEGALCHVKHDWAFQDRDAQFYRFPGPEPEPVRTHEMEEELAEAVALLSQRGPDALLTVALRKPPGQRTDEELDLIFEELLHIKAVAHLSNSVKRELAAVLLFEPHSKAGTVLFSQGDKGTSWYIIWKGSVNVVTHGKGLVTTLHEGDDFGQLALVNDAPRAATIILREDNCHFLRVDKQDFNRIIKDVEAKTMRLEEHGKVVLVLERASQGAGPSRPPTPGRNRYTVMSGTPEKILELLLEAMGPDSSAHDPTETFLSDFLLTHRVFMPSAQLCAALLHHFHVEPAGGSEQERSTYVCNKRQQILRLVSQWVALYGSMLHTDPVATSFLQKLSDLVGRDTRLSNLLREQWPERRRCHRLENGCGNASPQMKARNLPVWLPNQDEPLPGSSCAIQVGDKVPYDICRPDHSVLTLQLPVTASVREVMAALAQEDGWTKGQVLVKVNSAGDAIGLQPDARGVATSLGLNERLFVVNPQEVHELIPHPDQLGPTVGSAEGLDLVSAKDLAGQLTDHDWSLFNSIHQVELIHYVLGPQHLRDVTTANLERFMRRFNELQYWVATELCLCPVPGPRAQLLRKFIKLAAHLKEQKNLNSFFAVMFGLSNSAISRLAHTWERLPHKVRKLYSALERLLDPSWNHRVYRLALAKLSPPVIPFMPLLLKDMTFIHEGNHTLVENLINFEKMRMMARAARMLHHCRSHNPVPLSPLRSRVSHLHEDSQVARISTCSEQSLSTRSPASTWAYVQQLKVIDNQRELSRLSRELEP
FUS suppressor = FUS proteinopathy suppression in yeast. S. cerevisiae FUS-expressing, growth rescue, OD600, 24 h. 390,000 tested, 0.24% active. Potency, µM (top dose mostly 76.6 µM), for the others: top-dose growth rescue (activation), usual class: activators. AID 1347120;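 also: potency is read from the fitted curve at half-maximal effect; plate controls were DMSO vehicle for no effect and reference control for full effect; nearly all actives have a fitted effect of over 55% in size; some results filed as inactive show a strong effect at the top dose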
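Quantitative HTS measuring growth restoration of FUS-toxic yeast. Galactose-induced cells (OD 0.005) were exposed 24hr at 30C to compounds at several concentrations, then absorbance at 600 nm was recorded.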
WRN helicase inh = blocks human WRN helicase. Q14191. WRN helicase unwinding, fluorescent forked duplex, kinetic. Potency, µM (top dose mostly 114 µM), for the others: at the highest dose activity change, negative = inhibition, hits mostly inhibitors. 360,000 tested, 0.46% active; also: potency is read from the fitted curve at half-maximal effect; % is scaled to controls: 0 for no effect and ±100 for the full control effect; nearly all actives have a fitted effect of over 55% in size
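Kinetic fluorescence helicase assay: unwinding of a quenched forked DNA duplex (100 nM final) with 2 mM ATP final raises red fluorescence (525/598 nm). Compounds sat 15 min at room temperature with 20 nM WRN beforehand.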
aSyn yeast inh = alpha-synuclein toxicity inhibition in yeast; Yeast expressing alpha-synuclein, growth rescue, BacTiter-Glo, 24 h; Potency, µM (series often up to 46.1 µM), inactives show top-dose growth rescue (activation), most hits filed as activators; 370,000 tested, 0.14% active; also: potency is read from the fitted curve at half-maximal effect; % of control where 0% means no effect; nearly all actives have a fitted effect of over 65% in size
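Rescue of yeast growth: cells expressing toxic alpha-synuclein, induced in galactose at OD600 0.02, incubated with compound 24 h at 30 C. ATP luminescence quantified growth; inhibitors of toxicity appear as activators.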
PI5P4K alpha inh = inhibitors of human PI5P4K alpha | PI5P4Kalpha enzyme, ADP-Glo luminescence, 60 min; stronger effect = lower value | 330,000 tested, 1.2% active | max response, %; active = max response of -50% or lower; inconclusive = between -30% and -50%; inactive = -30% or higher; also: value at the top dose of about 77 µM; % is scaled to controls: 0 for no effect and ±100 for the full control effect
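PI5P4Kalpha ADP-Glo assay; 5 microM ATP final; 60 min RT reaction; HEPES pH 7.4/EGTA/CHAPS, 5% DMSO; controls lacking substrate or enzyme; luminescent end-point.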
IL2 activator = activators of IL-2. IL-2 activation reporter assay, cell-based qHTS; stimulated with anti-CD3/CD4/CD28 beads; in transgenic mouse T cells. activation, % (series mostly up to about 46 µM). 360,000 tested, 0.065% active; in the data active = activation above about 50%; inconclusive = mostly about 30% to 49%; also: 0% is about no effect
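Quantitative HTS in unstimulated transgenic mouse T cells, with memory T cells as non-tolerant control and PMA/ionomycin as tolerance-bypass control. Compound pretreatment lasted 60 minutes before 18 h bead stimulation; EGFP/DsRed fluorescence read.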
EPAC1 ag = EPAC1 (human) agonism. EPAC1 agonist qHTS, biochemical assay; response scale: 100% = response to 6.5 mM cAMP. AID 720707. 360,000 tested, 0.073% active. O95398. Potency, µM (doses to about 154 µM), without a hit: top-dose activation, actives largely listed as activators; also: potency is read from the fitted curve at half-maximal effect; nearly all actives have a fitted effect of over 60% in size
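Read-out is the fluorescence drop as BODIPY-GDP leaves Rap1B (480 nm excitation, 540 nm emission), recorded every 5 minutes over 30 minutes. Reactions held 100 nM EPAC1, 250 nM Rap1B–BODIPY-GDP and 50 uM GDP, with 6.5 mM cAMP setting full activation.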
Abeta rescue = restores growth of yeast expressing A-beta42 peptide. yeast expressing A-beta42, growth rescue, OD600, 48 h; response scale: 0% DMSO, 100% iron-clioquinol control. 410,000 tested, 0.063% active. Potency, µM (doses to about 46.1 µM), inactives show at the top dose growth rescue, usual class: activators; also: potency is read from the fitted curve at half-maximal effect; nearly all actives have a fitted effect of over 55% in size
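Yeast growth medium received pinned compounds, then yeast cells expressing toxic A-beta were added; plates incubated at 30 C for 48 hr. Growth read as absorbance at 600 nm, normalized to DMSO and equimolar FeCl3 plus clioquinol controls.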
Numbers without * were called inactive; ? = inconclusive; . = no result given; [ ] = dose if it differs, or a comment. Unless noted, calls follow the shape of the dose curve; as a rule, active = well fitted curve in the direction sought with a large enough effect; inconclusive = small, poorly fitted or top-dose-only effect, or another doubt; inactive = no such curve, though single readings can be large; an effect the other way counts as inactive or inconclusive.

SMILES | PLK1 PBD inh | EPAC1 antagonist | FUS suppressor | WRN helicase inh | aSyn yeast inh | PI5P4K alpha inh | IL2 activator | EPAC1 ag | Abeta rescue
NC(=O)COC(=O)CNC(=O)c1sc2ccccc2c1Cl | -9% | -15% | 22% | -4% | -1% | 0 | -1.7 | -8% | 3%
Cc1ccc(NC(=O)Cn2ccsc2=N)cc1S(=O)(=O)N(C)C | -6% | 24% | 12% | -4% | -6% | -4 | -1.0 | -9% | 3%
COCCN(C(=O)c1ccc(-c2ccc(Cl)cc2)o1)c1c(N)n(Cc2ccccc2)c(=O)[nH]c1=O | -7% | -9% | 28% | -9% | 3% | 0 | -1.2 | -31%[inhibitor] | -5%
CC(NC(=O)Cn1c(=O)oc2cc(S(=O)(=O)N3CCCC3)ccc21)c1ccccc1 (stereo not given) | -11% | 2% | 11% | 4% | -5% | 4 | -1.9 | -14% | -5%
COc1ccc(C(=O)OCC(=O)NCc2ccccc2)c(OC)c1OC | -6% | 5% | -1% | 4% | 13% | -4 | 1.0 | -9% | -3%
Cc1ccc(S(=O)(=O)/N=C(/Nc2ccccn2)c2ccc(Cl)cc2)cc1 | -1% | -8% | -4% | -1% | 1% | 1 | 0.6 | -2% | 15%
CCCCn1c(N)c(N(CC(C)C)C(=O)C2CC(=O)N(c3ccc(C)cc3)C2)c(=O)[nH]c1=O (stereo not given) | -2% | 9% | ? | -2% | -8% | 3 | 3.0 | 8% | 2%
C=CCN(CC=C)Cc1cc(=O)oc2cc(C)c(Cl)cc12 | 2% | -3% | -20% | 1% | 12% | 4 | -0.6 | -13% | 6%
Cc1ccccc1C1C(C#N)=C2N=C(N)c3c(sc4c3CCCCC4)N2C2=C1C(=O)CC(C)(C)C2 (stereo not given) | -11% | 11% | 28µM* | -3% | 1% | . | 2.4 | 9% | -11%
COc1ccc(N2CCN(C(=O)C3=NNC(=O)CC3)CC2)cc1 | -13% | -2% | -17% | -6% | -6% | 4 | -2.4 | 3% | -5%
Cc1cnc(C(=O)N2CCCC(C(=O)c3cccc(OC(C)C)c3)C2)cn1 (stereo not given) | -14% | -30% | ? | 5% | -2% | 3 | 0.4 | 3% | 2%
COc1ccc(-n2c(=O)cc(N3CCOCC3)[nH]c2=O)cc1 | -4% | 2% | 20% | 5% | 0% | . | -0.3 | -1% | 4%
O=C(N/N=C/c1ccc(-c2cccc([N+](=O)[O-])c2)o1)[C@H]1C[C@@H]1c1ccccc1 | -5% | -1% | -8% | 1% | -10% | 1 | -1.3 | -10% | 2%
O=C1CCC(C(=O)Nc2nnc(C3CC3)s2)=NN1 | -12% | 19% | 2% | 2% | -1% | -8 | -1.1 | 10% | -9%
Oc1ccc(-c2csc(-c3ccccc3)n2)cc1O | -1% | -13% | ? | ? | 0% | . | -2.3 | 22% | -34%[inhibitor]
CCc1nnc(NC(=O)c2ccc(S(C)(=O)=O)cc2)s1 | 9.5µM* | -6% | 9% | 2% | 7% | -53* | -4.0 | 14% | 6%
CCOC(=O)C1(Cc2ccccc2C(F)(F)F)CCN(C(C)CCn2cccn2)CC1 (stereo not given) | -12% | -13% | 7% | 2% | 1% | 5 | -4.0 | -10% | -7%
O=C(Nc1cccc([N+](=O)[O-])c1)N1CCCc2ccccc21 | -6% | -2% | -11% | 1% | -5% | -4 | -2.5 | 13% | 7%
Cc1cccc(NC(=O)c2ccc(COc3ccccc3)o2)n1 | -3% | -2% | 2% | -4% | -6% | -1 | -1.7 | -13% | -6%
O=C(Cn1nnc(-c2ccc(Cl)cc2)n1)NCCC1=CCCCC1 | -8% | -1% | ? | -3% | -2% | . | 2.3 | 8% | 22%
COc1cc(NC(=O)Cn2c([N+](=O)[O-])cnc2C)c(OC)cc1Cl | 2% | -5% | -20% | 2% | 0% | 2 | -0.7 | -2% | -4%
COc1ccc(S(=O)(=O)n2nc(OC(=O)c3ccncc3)cc2N)cc1 | 27µM* | -9% | -24% | 1% | -21% | -14 | 0.5 | -7% | -7%
CC1=C(Cl)C2=NS(=O)(=O)CCN2C=C1Cl | -9% | -2% | 39% | 5% | 0% | -4 | 1.8 | -2% | -15%
CCOc1ccc(OCc2cccc(C(=O)Nc3ccc(CN4CCCCC4)cc3)c2)cc1 | -19% | -29% | 16% | -1% | 18% | -14 | -0.6 | 7% | 0%
C=CCNC(=O)CC12CC3CC(C1)CC(CC(=O)NCC=C)(C3)C2 | -13% | 11% | 13% | 4% | -1% | -3 | 0.4 | -6% | -6%
Cc1ccc(-n2c(C3CC3c3ccc(Cl)cc3)n[nH]c2=S)cc1 (stereo not given) | -8% | 0% | 18% | -24% | -1% | . | -1.5 | 2% | 17%
O=C(COC(=O)CCN1C(=O)C2CC=CCC2C1=O)NCCc1ccccc1 (stereo not given) | -10% | 12% | . | -26% | -2% | 0 | -3.3 | 5% | 6%
N/C(=N\O)c1ccc(NC(=O)c2ccc(Br)o2)cc1 | 15µM* | -17% | 3% | 6% | -2% | -26 | -3.1 | 0% | -6%
COC(=O)C1(Cc2cc(-c3cccc(Br)c3)no2)CCN(C(=O)OC(C)(C)C)CC1 | -4% | -20% | ? | -5% | 12% | 14 | 1.4 | 4% | -11%
COc1ccc(C)cc1NC(=O)c1nnn(Cc2cc(C)ccc2C)c1N | -8% | -23% | 9% | 1% | -1% | 1 | -3.7 | -4% | 5%
CCN1CCN(C(c2cccs2)C(C)NC(=O)c2ccccc2F)CC1 (stereo not given) | -2% | -7% | 11% | -4% | -1% | . | -0.6 | 7% | -16%
CN1C(=O)Nc2cccc3cccc1c23 | -2% | 5% | -19% | 5% | 9% | -1 | -2.3 | -2% | 6%
CC(C)NC(=O)CCCc1ccccc1 | -6% | 0% | -1% | -2% | -4% | . | -1.9 | 8% | 10%
Cc1ccc(S(=O)(=O)CCC(=O)NCCc2ccc(Cl)cc2)cc1 | -14% | -11% | 10% | -6%[57.1 µM] | -1% | 4 | 2.3 | -3% | -2%
Cc1ccc(CNC(=O)C(=O)NCC2OCCN2S(=O)(=O)c2cccs2)cc1 (stereo not given) | -2% | -13% | -6% | 4% | -8% | -17 | -0.5 | -3% | 5%
CCc1c(-c2ccc(F)cc2)ncn1Cc1cccc(-c2ccccc2)c1 | -16% | -18% | 36% | 0% | -27% | -10 | -0.9 | 10% | 8%
COc1cccc(C(=O)NCCS(=O)(=O)N2CCCCCC2)c1 | -2% | 2% | . | 0% | 0% | -8 | 0.8 | 12% | -5%
CCOc1ccc(-c2c(C(=O)N/N=C/c3ccc(C)o3)nnn2-c2nonc2N)cc1 | -21% | -21% | 15% | 6% | -4% | -20 | -2.4 | 3% | 6%
CCOC(=O)Cc1csc(/N=C/c2c(O)n(-c3ccc(C)cc3C)c(=O)c3ccccc23)n1 | 14% | 10% | 23% | ? | 17% | 2 | 2.4 | 10% | 9%
CCCCCCC1/C(=N\NC(=O)c2ccccc2)CCC1C(=O)OC (stereo not given) | 2% | -3% | -31% | 4% | 2% | 5 | -3.3 | -6% | -9%
CCCC(=O)Nc1nc(C(=O)OCC)cs1 | -12% | -16% | -8% | -2% | -8% | . | -1.9 | 7% | -7%
CCOC(=O)c1ccc(NC(=O)CN2C(=O)C(CC)SC(CC)C2=O)cc1 (stereo not given) | -29% | -11% | 7% | -1% | 17% | -5 | 0.2 | 5% | ?
c1ccc(-c2cncnc2)nc1 | -10% | 2% | ? | -30% | 14% | -1 | -2.1 | -6% | 4%
COc1ccc(OC)c(NC(=O)c2ccc3c(c2)C(=O)N(CC2CCCO2)C3=O)c1 (stereo not given) | -14% | -5% | 16% | 4%[11.6 µM] | -2% | -7 | 0.5 | 2% | -7%
Cc1cc(-c2ccccc2)n2ncnc2n1 | 3% | 14% | 1% | 4% | 1% | -7 | 0.4 | 6% | -7%
CCOC(=O)c1cnc2c(cnn2C)c1NCCCn1ccnc1 | 0% | 2% | -1% | -9% | 6% | 6 | -0.1 | -2% | -5%
COc1ccc(OCc2cc(C(=O)N3CCCCCCC3)no2)c(Cl)c1 | -3% | 0% | 34% | -16% | 4% | 2 | -6.3 | 3% | 11%

Random excerpt: 6 records from the list.
SMILES | PLK1 PBD inh | EPAC1 antagonist | FUS suppressor | WRN helicase inh | aSyn yeast inh | PI5P4K alpha inh | IL2 activator | EPAC1 ag | Abeta rescue
Cc1ccc(CNC(=O)C(=O)NCC2OCCN2S(=O)(=O)c2cccs2)cc1 (stereo not given) | -2% | -13% | -6% | 4% | -8% | -17 | -0.5 | -3% | 5%
COc1ccc(OCc2cc(C(=O)N3CCCCCCC3)no2)c(Cl)c1 | -3% | 0% | 34% | -16% | 4% | 2 | -6.3 | 3% | 11%
COc1cccc(C(=O)NCCS(=O)(=O)N2CCCCCC2)c1 | -2% | 2% | . | 0% | 0% | -8 | 0.8 | 12% | -5%
CN1C(=O)Nc2cccc3cccc1c23 | -2% | 5% | -19% | 5% | 9% | -1 | -2.3 | -2% | 6%
Cc1ccc(S(=O)(=O)CCC(=O)NCCc2ccc(Cl)cc2)cc1 | -14% | -11% | 10% | -6%[57.1 µM] | -1% | 4 | 2.3 | -3% | -2%
CCOC(=O)Cc1csc(/N=C/c2c(O)n(-c3ccc(C)cc3C)c(=O)c3ccccc23)n1 | 14% | 10% | 23% | ? | 17% | 2 | 2.4 | 10% | 9%
